Assay outcomes from PubChem BioAssay.
FLuc inhib CS = Photinus pyralis luciferase inhibition counter-screen; P08659; ATPLite firefly luciferase biochemical luminescence, 10 min; inhibition, % at 10 µM; hit rate 1.5% among 200,000; AID 1006;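 active means inhibition above about 50% when tested at 10 µM, limit read from the data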
Target sequence (P08659 whole entry, looked up): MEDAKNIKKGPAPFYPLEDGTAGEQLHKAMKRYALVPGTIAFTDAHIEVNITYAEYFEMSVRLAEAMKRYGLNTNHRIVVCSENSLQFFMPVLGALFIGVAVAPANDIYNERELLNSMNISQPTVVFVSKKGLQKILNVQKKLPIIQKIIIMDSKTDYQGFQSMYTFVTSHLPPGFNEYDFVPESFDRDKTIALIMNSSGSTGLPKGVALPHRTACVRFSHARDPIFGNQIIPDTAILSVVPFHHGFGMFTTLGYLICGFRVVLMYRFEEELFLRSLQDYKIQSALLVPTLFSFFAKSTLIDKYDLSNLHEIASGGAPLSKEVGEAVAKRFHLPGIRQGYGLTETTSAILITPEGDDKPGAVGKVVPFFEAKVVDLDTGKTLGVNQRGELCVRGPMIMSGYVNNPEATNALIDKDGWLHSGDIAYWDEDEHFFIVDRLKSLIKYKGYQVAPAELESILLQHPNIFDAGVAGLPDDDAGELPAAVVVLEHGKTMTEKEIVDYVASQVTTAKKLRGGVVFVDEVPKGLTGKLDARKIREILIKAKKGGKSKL
L major viab = Leishmania major promastigote growth inhibition; Leishmania major promastigotes, resazurin fluorescence viability; inhibition, % at 10 µM; hit rate 9% among 200,000; AID 1063; in the data active means inhibition above about 50%;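 further: promastigotes grown with compound for 44 hours at 28 °C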
APP 5UTR inh = APP translation inhibition | hit rate 0.82% among 190,000 | inhibition, % at 2 µM | SH-SY5Y APP 5'UTR-luciferase reporter, luminescence;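 active means inhibition above a set limit, derived from the sample mean plus 3 SD, cut at about 45% in these data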; further: values of inactives mirror those of a sister screen read the other way
TNAP inh hiacc = blocks human TNAP under high phosphate acceptor concentration; P05186; purified TNAP, CDP-star luminescence, 1 M DEA; inhibition, % at 20 µM; hit rate 0.03% among 200,000; AID 1135;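 active means over 50% inhibition of tissue-nonspecific alkaline phosphatase at 20 µM in the single-dose screen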;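 further: plate controls were DMSO wells for no effect and EDTA-quenched wells as full inhibition for full effect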
Target sequence (P05186 whole entry, looked up): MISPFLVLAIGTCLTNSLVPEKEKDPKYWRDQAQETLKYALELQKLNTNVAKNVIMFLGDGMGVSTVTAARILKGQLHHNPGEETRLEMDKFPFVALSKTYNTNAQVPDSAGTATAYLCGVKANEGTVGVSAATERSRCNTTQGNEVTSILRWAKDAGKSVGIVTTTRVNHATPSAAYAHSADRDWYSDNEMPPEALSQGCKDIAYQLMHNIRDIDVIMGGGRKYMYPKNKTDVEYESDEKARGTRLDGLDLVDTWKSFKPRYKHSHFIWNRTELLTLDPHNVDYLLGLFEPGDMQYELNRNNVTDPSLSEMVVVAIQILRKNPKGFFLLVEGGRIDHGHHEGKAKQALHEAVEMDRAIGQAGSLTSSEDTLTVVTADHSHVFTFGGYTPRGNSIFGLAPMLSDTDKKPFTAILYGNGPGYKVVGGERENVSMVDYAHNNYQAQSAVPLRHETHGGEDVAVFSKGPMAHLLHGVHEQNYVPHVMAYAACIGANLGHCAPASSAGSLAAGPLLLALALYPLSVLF
FLuc stim CS = firefly luciferase counter-screen for stimulation assays | P08659 | ATPlite luciferase biochemical, luminescence, 10 min; 0 = ATP-free wells, 1 = DMSO control | activation factor at 10 µM | 200,000 tested, under 10 active;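 active means luciferase activation factor, scaled between plate controls, of at least 2 with compound at 10 µM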
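System: luciferase plus luciferin reagent, cell-free; medium: PBS as buffer for the ATP substrate; dosing: test compounds dosed from 2 mM stocks in 100% DMSO; timing: 10 min post-reagent at room temperature; measured by: luminescence measurement of luciferase light output; evaluation: luciferase activation, seen as luminescence increase over controls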
TNAP act hiacc = TNAP (human) activation, high acceptor. activation factor at 20 µM. 200,000 tested, under 10 active. purified TNAP, CDP-star luminescence, 1 M DEA, 30 min; hits give high values; 0 = EDTA background, 1 = DMSO-only activity. P05186;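 active means activation factor at least 2 at 20 µM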
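Assay system: human TNAP; Input: enzyme diluted 1/800 final; Reagent: CDP-star luminogenic substrate at 100 µM final; Timing: 30 min, room temperature; Signal: luminescence; Evaluation: TNAP activation factor scaled between EDTA and DMSO control wells.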
TNAP inh no acc = TNAP (human) inhibition, acceptor-free conditions | P05186 | purified TNAP, CDP-star luminescence, 30 min | inhibition, % at 20 µM | hit rate 0.26% among 200,000 | AID 1012;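 active means tissue-nonspecific alkaline phosphatase inhibition above about 50% at 20 µM in the single-dose screen, limit read from the data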;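 further: 0% = DMSO negative control and 100% = EDTA positive control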
bIAP inh = blocks bovine intestinal alkaline phosphatase activity. purified bovine IAP, CDP-star luminescence, 30 min. inhibition, % at 20 µM. 190,000 tested, under 10 active. AID 1019;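 active means over 50% inhibition of intestinal alkaline phosphatase at 20 µM in the single-dose screen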
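Incubation: 30 min reaction at room temperature / Material: purified bovine intestinal alkaline phosphatase (IAP) enzyme / Input: enzyme at 1/65,000,000 dilution / Dosing: 20 µM single dose / Signal: CDP-star luminescence signal / Reagent: CDP-star chemiluminescent phosphatase substrate, 30 µM final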
bIAP activator = intestinal alkaline phosphatase (bovine) activation; AID 1016; hit rate 0.17% among 200,000; purified bovine IAP, CDP-star luminescence, 30 min; hits give high values; fold of DMSO-control signal, blank-subtracted; activation factor at 20 µM;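 active means activation factor of 2 or more at 20 µM, a signal rise over negative controls twice the positive control's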
RAM network inh = inhibitors of the yeast RAM network. S. cerevisiae dse1pr::URA3 reporter, 5-FOA growth OD615, 2 d; analog-sensitive cbk1-as2 kinase mutant strain. inhibition, % at 50 µM. hit rate 1.8% among 190,000;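 active means inhibition above a set limit, 3 SD over mean compound inhibition, cut at about 8.4% in these data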;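 further: 0% = DMSO-only wells with no growth and 100% = 10 µM 1-NA-PP1 full growth; inhibition rescues growth on 5-FOA so higher OD means more RAM inhibition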
The depositor's hits bear a star; · = no result given.

Each structure is followed by: bIAP inh	TNAP act hiacc	RAM network inh	FLuc stim CS	TNAP inh no acc	bIAP activator	APP 5UTR inh	FLuc inhib CS	L major viab	TNAP inh hiacc
C[C@H](NC(=O)c1nc[nH]c1C(=O)NC1CCN(C(=O)OC(C)(C)C)CC1)C(=O)OC(C)(C)C
→ -26	1.1	2.6	1	-9	1.3	8	-4	5	-7
CN(Cc1nccn1C)C(=O)CC1C(=O)NCCN1Cc1ccccc1C(F)(F)F (stereo not given)
→ -4	1.1	0.5	1.1	-6	1	3	-8	-3	-5
COc1ccc(C(=O)N[C@H](C(=O)Nc2nc3c(s2)CCCC3)C(C)C)cc1
→ -4	1	1.6	1.1	-4	1	-27	-5	10	-3
COc1ccccc1NC(=O)COc1ccc(C(=O)NC2CCCc3ccccc32)cc1OC (stereo not given)
→ -18	1.1	7.8	1.1	-14	1.2	6	-5	-3	-6
COc1ccc2cc(S(=O)(=O)N3CCCCC3)ccc2c1S(=O)(=O)N1CCCCC1
→ 14	1.1	5.9	1.1	-2	0.9	0	-10	-3	-7
CC(=O)OC[C@H]1O[C@@H](Sc2cccc3cccnc23)[C@H](OC(C)=O)[C@@H](OC(C)=O)[C@H]1OC(C)=O
→ 12	1	0.4	1	-3	0.9	4	-5	1	-1
CSc1nsc(SC)c1NC(=O)Nc1ccccc1C
→ -26	1.1	2.7	1	-8	1.3	-6	1	-4	-6
CCC(CC)C(=O)NCc1ccccc1OC
→ 9	1	1.4	1.1	-16	0.9	-2	-6	-10	-4
O=C(NC1c2ccccc2-c2ccccc21)c1ccccc1
→ 15	1	2.5	1.1	-8	0.8	9	-6	-4	0
O=C(NCc1ccco1)/C(=C/c1ccco1)NC(=O)c1ccco1
→ 24	1	1.9	1	2	0.8	-11	-4	4	3
Cc1ccc(-n2nc3cc(Cl)c(NC(=O)c4ccco4)cc3n2)cc1
→ -2	1.1	2.9	0.9	-12	1	-54	10	-5	-14
COc1ccc(-c2nc(NC(=O)C3=NN(c4cccc(C)c4)C(=O)CC3)sc2C)cc1
→ 4	1	4.5	1.1	-7	1	-33	-6	13	-3
Cn1c(C(=O)O)cnc1Sc1ncc(C(F)(F)F)cc1Cl
→ -4	0.9	-0.2	0.9	23	1	-2	6	1	9
Cc1ccc(CNC(=O)C(=O)NCC2CCCO2)cc1 (stereo not given)
→ 0	1	0.4	1	-12	1	12	1	-10	-5
Cc1ccc(O)c(C2=Nc3ccccc3N=C(c3ccc([N+](=O)[O-])cc3)C2)c1
→ -61	1	5.2	1	-4	1.6	-70	-3	-3	2
CC(=O)Nc1ccc2c(c1)nc1n2CCN(C2CCCCC2)C1
→ -4	1.1	0.6	1.1	-8	1	-103	-9	7	-8
COc1ccc(/C(N)=N/OC(=O)c2cccc([N+](=O)[O-])c2C)cc1
→ 8	1.1	1.4	1	-14	0.9	-24	1	25	-9
O=C(Cc1ccc(F)cc1)OCC(=O)c1cc2ccccc2o1
→ 9	1.1	-0.4	1.1	-1	0.9	0	-5	-15	-6
CCC(C)NS(=O)(=O)c1ccc(OCC(=O)NCc2ccc(OC)cc2)cc1 (stereo not given)
→ 8	1	0.4	1.1	-6	0.9	-22	-7	7	-4
O=C(OC1CCOC1=O)c1ccc2ncsc2c1 (stereo not given)
→ 12	1	0.2	1	-7	0.9	1	-4	-8	4
Cc1nn(-c2ccccc2)c(N2CCCC2)c1/C=N/NC(=O)c1cc(-c2ccccn2)nc2ccccc12
→ -6	1	0.4	1	-3	1.1	-4	-1	6	0
Cc1ccc(NS(=O)(=O)c2cc(OCC(N)=O)c(C)cc2Cl)cc1C
→ 1	1	0.1	1.1	-3	1	-1	-8	6	-2
Cc1c(Cl)c([N+](=O)[O-])nn1CCCC(=O)Nc1ccc(Cl)cc1Cl
→ 12	1	0.8	1	-6	0.9	3	-1	-4	-1
CCc1ccc(N/C(SCc2ccccc2C)=C(/C#N)C(=O)NCc2ccco2)cc1
→ 15	1	11*	1	1	0.8	19	2	25	0
O=C(COC(=O)c1cc(-c2ccc(F)cc2)nc2ccccc12)NCC1CCCO1 (stereo not given)
→ 6	1	1.5	1	5	0.9	-18	3	-1	2
Cc1cccc(-n2ncc3c(NCc4ccccn4)ncnc32)c1
→ -4	1	-0.5	0.9	-3	1	-41	9	-4	-1
Cc1cccc(C)c1NC(=O)CCCSc1nnc(-c2ccco2)n1-c1ccccc1
→ -30	1	1.7	1	-16	1.3	-4	-4	17	-2
COc1cc2c(cc1OC)-c1cc(OCc3cccnc3)nc(=O)n1CC2
→ 0	1	1.3	1	-12	1	20	-4	5	0
O=C(CSc1ccc2nnc(-c3ccncc3)n2n1)Nc1ccc2c(c1)OCCO2
→ 16	1	-0.3	1	-15	0.8	-6	-3	3	-2
Cn1c(-c2ccc3c(c2)OCO3)cc(=O)c2ccccc21
→ 0	1	0.8	1.1	-6	1	19	-8	-6	2
CN1CCN(C(=S)c2cn(Cc3ccccc3F)c3ccccc23)CC1
→ 2	1	1.0	1	-7	1	-18	-2	35	-2
COc1ccc(C(=O)Nc2cc(C)ccc2NC(=O)COc2ccccc2)cc1
→ 6	1	3.9	1	-17	0.9	-10	4	-4	-2
CCN1CCN(c2cc(C)c3cc(NC(=O)c4ccc(Br)o4)ccc3n2)CC1
→ -12	0.9	-0.9	0.9	4	1.1	-2	5	100*	9
COc1ccccc1NC(=O)CSc1nnc2ccc(-c3cccnc3)nn12
→ -3	1	-1.2	1	-9	1	8	-1	3	-1
Cn1c(=O)c2c(SCC(=O)Nc3ccc4c(c3)OCCO4)nc(CC(C)(C)C)nc2n(C)c1=O
→ 7	1	5.0	1.1	5	0.9	9	-10	43	-2
O=C(c1ccco1)N1CCN(C(=O)c2ccccc2[N+](=O)[O-])CC1
→ -14	1	-0.1	1	-8	1.1	-8	1	3	-4
CN(Cc1ccccn1)Cc1nc(COc2ccccc2)no1
→ 6	1	0.6	1	-13	0.9	1	-5	-8	-4
Cc1ccc2c(c1)c1c3n2CCN(C(=O)C2CC2)C3CCC1 (stereo not given)
→ -5	1	0.2	1	-4	1	-2	0	-5	3
CCC(C)[C@H](NC(=O)N1CCCC1)C(=O)OC (stereo not given in full)
→ 34	1	0.1	1.1	-14	0.7	1	-6	2	-5
CCc1nnc(NC(=O)C(C)N2C(=O)C3C4C=CC(C4)C3C2=O)s1 (stereo not given)
→ 9	1.1	-0.3	1	-10	0.9	-2	-3	-2	-7
CC1(C)Cc2ccccc2-c2nnc(SCC(=O)Nc3ccc4c(c3)OCO4)n21
→ -15	1	3.0	1	-8	1.2	5	-1	2	-2
COc1cc(-c2noc(CCCC(=O)NC3CCCCC3)n2)cc(OC)c1OC
→ -2	1	0.2	1.1	-8	1	-17	-7	8	-1
c1ccc(-c2nnc(NC3=NCCC3)o2)cc1
→ -2	1	2.2	0.3	-1	1	-122	66*	-5	-2
COc1cccc(C2C3=C(N=C4SCC(=O)N42)c2ccccc2CC3)c1OC (stereo not given)
→ 3	1	1.9	1	-7	1	0	-3	9	0
COc1ccccc1CC(=O)Nc1ccc([N+](=O)[O-])cc1O
→ 3	1	4.0	1.1	0	1	-24	-7	-3	4
C=CCOc1c(Cl)cc(CNc2ccc3[nH]c(=O)[nH]c3c2)cc1OC
→ 10	1.1	1.6	1.1	-2	0.9	-3	-7	3	-5
O=C(NNC(=S)Nc1cccc2ccccc12)c1cccc(Br)c1
→ -7	1	0.5	1	-120	1.1	·	3	-9	2
Cc1ccc(C)c(S(=O)(=O)N2CC(=O)N(CCc3ccccc3)C(=O)C2)c1
→ 24	1.1	7.0	1.1	-4	0.8	5	-8	-9	-6
O=c1c2c(-c3ccccc3)csc2ncn1/N=C/c1c2ccccc2cc2ccccc12
→ 16	1	7.0	1	2	0.8	1	-4	100*	-1
COC(=O)c1sccc1NC(=O)Nc1ccccc1F
→ 16	1.1	3.0	1	-8	0.8	4	0	-3	-8

More structures
Each structure is followed by: bIAP inh	TNAP act hiacc	RAM network inh	FLuc stim CS	TNAP inh no acc	bIAP activator	APP 5UTR inh	FLuc inhib CS	L major viab	TNAP inh hiacc
CCC1CCc2[nH]nc(C(=O)O)c2C1 (stereo not given)
→ 19	1.1	1.2	1.1	44	0.8	·	-10	-8	-5
COc1ccc(CC(=O)N2CCCc3ccccc32)cc1
→ 7	1.1	-0.1	1	1	0.9	-25	-1	-4	-5
CCC(C)[C@@H](C(=O)N1CCNCC1)n1cc(CCCN=C(N)N)nn1 (stereo not given in full)
→ 2	1	0.9	1	-2	1	11	2	3	0
Cc1cc(=O)oc(C)c1C(=O)NCC(C)C
→ 5	1	1.4	1.1	-1	1	-8	-5	0	-2
CCC1(CC)Cc2ccccc2-c2nc(-c3ccccc3)oc(=O)c21
→ 0	1	7.6	1	-6	1	-2	-3	1	-4
Nc1nonc1OCCc1ccccc1
→ 15	1	0.9	1	-6	0.8	10	-3	0	1
Cc1cc(C)nc(NC(=O)CCCC(=O)O)c1
→ 0	1.1	1.8	1	-9	1	11	-4	1	-6
O=C(COC(=O)/C=C/c1ccccc1[N+](=O)[O-])NC1CC1
→ -11	1.1	0.0	1.1	-10	1.1	-8	-6	0	-5
NC(=O)CSCc1ccc(Br)cc1
→ 9	1	0.5	1	-12	0.9	13	-5	-6	-5
C=CCNC(=O)COC(=O)/C=C/c1cccs1
→ -6	1	1.5	1	-6	1.1	-14	-1	10	0
CC(=O)OC1CC(C)(C)N(OC(=O)c2ccc(N)cc2)C(C)(C)C1
→ 9	1	1.1	1	3	0.9	5	1	1	0
O=C(NCc1ccc2c(c1)OCO2)C1CCC(CNS(=O)(=O)c2cccc3nsnc23)CC1 (stereo not given)
→ 6	1	4.4	1	-18	0.9	0	-2	-7	-4
CC(CCc1ccccc1)NC(=O)c1ccc(C(=O)NC(C)CCc2ccccc2)cc1 (stereo not given)
→ ·	1	4.1	1	18	0.5	10	-2	4	0
O=C(CN1CCCC(O)C1)N1c2ccccc2Sc2ccc(C(F)(F)F)cc21 (stereo not given)
→ -5	1	1.4	1	-4	1.1	11	-2	10	-2
COc1ccc(OC(=O)c2cccc(S(=O)(=O)N3CCCC3)c2)cc1
→ 12	1	2.9	1	-8	0.9	-7	0	-4	-3
COc1ccc(CCNC(=O)CSc2nnc(C(C)N(C)C)n2Cc2ccccc2)cc1OC (stereo not given)
→ -14	1.1	3.4	1.1	-14	1.1	-10	-7	4	-7
COc1ncnc2c1N=C1CC(C)(C)CC(N)=C1S2
→ 25	1	1.3	1.1	-34	0.7	6	-5	3	0
CCN(CC)S(=O)(=O)c1cc(NC(=O)COC(=O)Cn2cnc3ccccc32)ccc1C
→ -16	1	-0.8	1.1	-6	1.2	1	-7	-4	-2

Quoted from the listing:
For FLuc inhib CS, O=C(NCc1ccc2c(c1)OCO2)C1CCC(CNS(=O)(=O)c2cccc3nsnc23)CC1 (stereo not given) has the entry -2
For L major viab, CC(=O)OC1CC(C)(C)N(OC(=O)c2ccc(N)cc2)C(C)(C)C1 has the entry 1
